Bioassay records as filed in PubChem BioAssay.
KCNQ2 inh – KCNQ2 potassium channel inhibitors, primary screen, cell-based, CHO-K1, FluxOR thallium flux, B-score (AID 2156); B-score at 10 µM; 20 min; stronger effect = lower value; 310,000 compounds, 1.1% hits; O88943;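 active = fluorescence ratio B-score at most minus 3 library SDs, with starting brightness B-score within 2 library SDs, cut at about -5.5 in these data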
CHT block – human CHT choline transport inhibition; AID 488975; Q9GZV3; B-score at 10 µM; 310,000 compounds, 0.86% hits; CHT-expressing cells, membrane potential dye, choline response; stronger effect = lower value;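 active = B-score over 3 SD under the library average, and starting fluorescence ratio not unusually high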;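 note: choline stimulus applied at its EC90 after an EC20 pre-addition; B-score computed on integrated fluorescence ratio after choline addition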
Target sequence (Q9GZV3 whole entry, looked up): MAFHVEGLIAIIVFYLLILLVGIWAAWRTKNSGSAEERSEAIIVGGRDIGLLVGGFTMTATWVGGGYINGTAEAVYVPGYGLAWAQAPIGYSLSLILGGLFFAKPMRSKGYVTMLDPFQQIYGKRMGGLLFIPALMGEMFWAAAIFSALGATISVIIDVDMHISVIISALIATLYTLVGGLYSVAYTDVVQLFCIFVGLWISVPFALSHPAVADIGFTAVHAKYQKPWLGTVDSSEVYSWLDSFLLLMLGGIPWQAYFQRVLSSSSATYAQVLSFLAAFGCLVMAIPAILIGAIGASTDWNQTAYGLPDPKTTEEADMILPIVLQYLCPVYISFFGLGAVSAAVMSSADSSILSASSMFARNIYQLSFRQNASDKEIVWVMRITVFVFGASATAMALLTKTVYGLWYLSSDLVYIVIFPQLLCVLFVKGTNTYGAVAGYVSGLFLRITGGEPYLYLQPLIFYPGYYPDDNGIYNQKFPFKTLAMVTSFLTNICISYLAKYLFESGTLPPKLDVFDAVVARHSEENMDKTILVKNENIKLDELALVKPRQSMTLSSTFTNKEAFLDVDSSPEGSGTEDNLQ
Kir21 block – inhibitors of mouse Kir2.1 inward-rectifier potassium channel. 310,000 compounds, 0.85% hits. AID 1672. HEK293-Kir2.1, FluxOR thallium flux fluorescence; stronger effect = lower value. B-score at 10 µM;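 active = fluorescence ratio B-score at or below minus 3 SD of library scores, with starting-brightness B-score within 2 SD, cut at about -4.2 in these data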;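 note: channel flux triggered by added potassium and thallium sulfate stimulus; B-score of peak minus minimum fluorescence over baseline after thallium stimulus; more negative B-score means stronger Kir2.1 block with less thallium influx; some compounds called inactive have numbers as strong as hits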
Target sequence (P35561 whole entry, looked up): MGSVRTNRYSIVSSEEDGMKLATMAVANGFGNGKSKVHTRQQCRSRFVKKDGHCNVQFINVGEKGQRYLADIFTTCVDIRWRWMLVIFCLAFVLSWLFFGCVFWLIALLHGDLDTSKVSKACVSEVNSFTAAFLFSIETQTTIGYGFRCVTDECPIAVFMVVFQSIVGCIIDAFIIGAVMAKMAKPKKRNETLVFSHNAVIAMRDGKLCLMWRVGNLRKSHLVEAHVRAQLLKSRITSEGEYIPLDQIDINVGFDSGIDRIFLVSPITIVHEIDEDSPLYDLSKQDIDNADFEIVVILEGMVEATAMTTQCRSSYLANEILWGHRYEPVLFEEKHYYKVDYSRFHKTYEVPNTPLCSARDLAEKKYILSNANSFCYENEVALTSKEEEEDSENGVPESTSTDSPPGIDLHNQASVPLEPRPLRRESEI
Active calls of the source: *; i = inactive; . = not tested or not shown. The order is random; overall some 2.6% were active at least once.

The line under a structure holds: KCNQ2 inh	CHT block	Kir21 block
O=C(CSc1nnc(-c2ccncc2)n1Cc1ccco1)OC1CCCCC1
→ i	i	-0.7
COc1ccc(CCNC(=O)CCS(=O)(=O)c2ccc3c(c2)NC(=O)C(C)S3)cc1OC (configuration not stated)
→ i	i	0.93
O=C(COC(=O)CN1C(=O)NC2(CCCC2)C1=O)Nc1c(Cl)cccc1C(F)(F)F
→ i	i	-0.01
CCOC(=O)c1ccccc1NC(=O)COc1coc(CN2CCc3ccccc32)cc1=O
→ i	i	-0.1
Cc1cc(CNC(=O)COC(=O)Cn2[nH]c(=O)c3ccccc3c2=O)cc(C)c1O
→ i	i	0.69
CC1Cc2ccccc2N1C(=O)CN1CCN(Cc2ccccc2)CC1 (configuration not stated)
→ i	i	0.41
CCC(C)(C)n1nnnc1CN(Cc1cc2cc(OC)c(OC)cc2[nH]c1=O)C1CCCC1
→ i	i	-0.38
CN1C(=O)C2(c3ccccc31)N(C)CC(c1ccccn1)C21SC(=S)N(Cc2ccco2)C1=O (configuration not stated)
→ i	i	0.16
Cc1ccc(N=C2SC(C(=O)NCCc3ccccc3)CC(=O)N2C)cc1C (configuration not stated)
→ i	i	-1.9
Cc1ccc(CCNC(=O)NC(C)(C)C)cc1
→ i	i	2.2
COc1ccc(C(=O)Nc2ccc(-c3nnn(CC(=O)N4CCN(C(=O)c5ccco5)CC4)n3)cc2)cc1
→ i	i	1.8
CCOc1ccc2[nH]c(=O)c(CN(Cc3ccccc3OC)C(=O)c3ccccc3)cc2c1
→ i	i	1.7
COc1ccc(CNC(=O)Cn2nc(Cc3cccnc3)c3ccccc3c2=O)cc1
→ i	i	1.3
Cc1cc(=O)n2[nH]c(-c3ccsc3-n3c(C)ccc3C)cc2n1
→ i	i	0.4
CC(=O)c1c(C)[nH]c(C(=O)COC(=O)CCCOc2ccccc2)c1C
→ i	i	0.57
O=C(Nc1ccc(N2CCOCC2)cc1)c1ccc(S(=O)(=O)NCc2ccco2)cc1
→ i	i	0.08
O=C(CSc1nnc(COc2cccc3cccnc23)o1)N1CCCC1
→ i	i	-0.66
NNC(=O)c1ccc(Cn2cc(Br)cn2)o1
→ i	i	-0.88
COCCN1C=C(C(=O)OC)C(c2ccccc2C(F)(F)F)C(C(=O)OC)=C1
→ i	i	-0.26
Cc1cc(C)cc(Oc2ncnc3c2ncn3Cc2c(Cl)cccc2Cl)c1
→ i	i	-0.28
Cc1cccc(-c2noc(CN(C(C)C)S(=O)(=O)c3ccc(F)cc3)n2)c1
→ i	i	-0.54
COC(=O)C1(C(O)C(=O)c2ccc(C)cc2C)CCCCC1 (configuration not stated)
→ i	i	0.87
Clc1cccc(-c2nnc(SCc3nc4ccccc4[nH]3)n2Cc2ccco2)c1
→ i	i	0.3
CCNc1nc(NCC)n2c(SCc3nc4ccccc4c(=O)[nH]3)nnc2n1
→ i	i	-2.4
O=C(Oc1ccccc1[N+](=O)[O-])c1cccnc1
→ i	i	0.11
C/C(=C\C(=O)c1ccc(Cl)s1)N(C)C
→ i	i	-0.3
CCNC(=S)N1CCN(S(=O)(=O)/C=C/c2ccccc2)CC1
→ i	i	1.2
O=C(Nc1cccnc1Oc1ccc(Cl)cc1)c1cccc2ccccc12
→ -6*	i	0.43
CCOc1ccc2c(c1)C(C)=CC(C)(C)N2S(=O)(=O)c1ccc(NC(C)=O)cc1
→ i	i	1.4
COc1ccccc1N(Cc1cc(=O)[nH]c2ccccc12)C(=O)c1ccccc1
→ i	i	-2.4
CCn1cc(CCCC(=O)NCc2ccccc2OC)c2ccccc21
→ i	i	-1.7
N#C/C(=N\Nc1cccc(C(F)(F)F)c1)C(=O)c1csc(-c2cccnc2)n1
→ i	i	-0.08
O=C(c1cc2sccc2n1Cc1ccc(F)cc1)N1CCCc2ccccc21
→ i	i	0.71
Nc1cc(N)cc(-c2nc3ccccc3o2)c1
→ i	i	-1.2
O=C(CNc1cccc(Cl)c1)NNC(=S)NCc1ccccc1
→ i	i	0.03
CNC(=S)N(CCN(C)C)Cc1cc2cc3c(cc2[nH]c1=O)OCO3
→ i	i	-0.91
OCCSc1ncnc2c1oc1ccccc12
→ i	i	-0.91
Cn1c(Cn2cnc([N+](=O)[O-])n2)nnc1SCC(=O)Nc1ccccc1
→ i	i	0.71
COc1cc(C(=O)Nc2ccccc2C2COC(=O)C2=N)cc(OC)c1OC (configuration not stated)
→ i	i	0.21
CCOc1ccc2[nH]cc(S(=O)(=O)c3ccc(F)cc3)c(=O)c2c1
→ i	i	-0.17
CC1=NN(C(C#N)c2cccc([N+](=O)[O-])c2)C(C)(C)C1 (configuration not stated)
→ i	i	-0.67
Cc1ccc(S(=O)(=O)N2CCOCC2)cc1C(=O)N(Cc1nnc(-c2ccccc2Cl)o1)C1CC1
→ i	i	-1.4
COc1ccc(C(C)C)cc1S(=O)(=O)N1CCC(C(=O)NCC2CCCO2)CC1 (configuration not stated)
→ i	i	1.1
CC(=O)c1cc(-c2ccccc2)n(CC(=O)N2CCC(C)CC2)c1C
→ i	i	-0.62
O=C(Nc1ccc(Oc2ccc(S(=O)(=O)N3CCOCC3)cn2)cc1)c1ccco1
→ i	i	-0.76
O=C(c1ccccc1NS(=O)(=O)c1ccc(F)cc1)N1CCCC1
→ i	i	1.5
Nc1nc(CN2CCC(Cc3ccccc3)CC2)nc(Nc2ccccc2)n1
→ i	i	-1.5
CC(C)C(c1nnnn1C1CCCC1)N(C)C1CCCCC1 (configuration not stated)
→ i	i	-0.34
COc1ccc(-c2nc3n(c(=O)c2C#N)CCS3)cc1OC
→ i	i	-0.47
CSc1ccccc1C(=O)NCc1ccccc1
→ i	i	0.65
Cc1cccc(NC(=O)CC2CCC2)c1
→ i	i	0.69
O=C(Nc1ncn[nH]1)c1ccc(S(=O)(=O)N2CCOCC2)cc1
→ i	i	0.03
CC(=O)Nc1ccc(/C=N/Nc2nc3ccccc3s2)cc1
→ i	.	-0.1
C[C@@H]1CCC(=O)N(C[C@@H](C)CC#N)CC1
→ i	i	-0.13
O=C(O)C[C@H]1c2ccccc2S(=O)(=O)N1C1CCCCC1
→ i	i	0.8
Cc1ccsc1CNC1CCCCC1
→ i	i	-0.28
O=C(Nc1ccncc1)Nc1cccc(Cl)c1
→ i	i	2.1
COc1ccc(OC)c(NC(=O)c2cccc(S(=O)(=O)N(Cc3ccccc3)c3ccccc3OC)c2)c1
→ i	i	0.09
Cc1ccc(CSc2nc3ccccc3c(=O)n2C)cc1
→ i	i	-0.61
O=C(COc1ccc(Br)cc1Cl)NCCCN1CCOCC1
→ i	i	-1.6

(continued)
The line under a structure holds: KCNQ2 inh	CHT block	Kir21 block
COC(=O)C1(NC(=O)NC23CC4CC(CC(C4)C2)C3)CCCCC1
→ i	i	-0.23
O=C(CN(Cc1ccccc1Cl)C(=O)Cn1nnc(-c2cccs2)n1)NCC1CCCO1 (configuration not stated)
→ i	i	1.8
COc1ccc(C(=O)OCC(N)=O)cc1[N+](=O)[O-]
→ i	i	-0.5
Cc1cc(=O)oc2ccc(OCC(=O)N3CCC(C)CC3)cc12
→ i	i	0.96
O=C(NCc1ccco1)c1cc(-c2ccco2)on1
→ i	i	0.32
Cc1ccccc1OCCCCCNCCO
→ i	.	0.88
O=[N+]([O-])c1ccc(-n2nnnc2-c2ccccc2)cc1
→ i	i	-1.2
Cc1nnc(SCc2cn3ccsc3n2)n(N)c1=O
→ i	i	2.2
CCC1Nc2ncnc(N3CCN(c4ccccc4)CC3)c2N(Cc2ccc(OC)cc2)C1=O (configuration not stated)
→ i	i	1.3
Cc1ccccc1NC(=O)Cc1nc(COC(=O)c2ccc(Cl)nc2)cs1
→ i	i	1.2
COc1cccc(OCc2cc(C(=O)NCCc3cccc(C)n3)no2)c1
→ i	i	0.22
Cc1cccc(Nc2nc(N)nc(CN3CCC(C)CC3)n2)c1C
→ i	i	0.02
O=C1CC(N(CCc2ccccc2)C(=S)Nc2ccccc2)C(=O)N1c1ccccc1 (configuration not stated)
→ i	i	0.91
O=C(NC(=S)NCc1ccc(F)cc1)c1ccccc1
→ i	i	0.47
COc1cccc(C(=O)N/N=c2/oc3ccccc3cc2C(N)=O)c1
→ i	i	1.2
CCc1cc2c(=O)n(-c3ccc(C)cc3)cnc2s1
→ i	i	-0.01
O=C(CCc1ccccc1)Nc1ccccc1C(F)(F)F
→ i	i	0.23
COc1ccc(CN2CCC(=O)N([C@H](CO)c3ccccc3)CC2)cc1OC
→ i	i	-0.53
CC(Oc1ccc(F)cc1)C(=O)Nc1ccc2ccccc2c1 (configuration not stated)
→ i	i	-1.3
Cc1ccc(NC(=O)CSc2nc3ncc(Br)cc3[nH]2)cc1C
→ i	i	1.5
C/C(=N\NC(=O)c1nn(C)cc1Br)c1cccc(NC(=O)c2ccncc2)c1
→ i	i	0.12
CC(=O)C1=C(C)NC(SCC(N)=O)=C(C#N)C1CC(C)C (configuration not stated)
→ i	i	-0.7
COc1ccc(C(=O)NCCCNC(=O)c2cccnc2)cc1Br
→ i	i	-0.89
Cc1cc(=O)c2ccccc2n1Cc1ccccc1
→ i	i	1.2
CCCCNC(=O)C1CC(=O)N(C2CCCC2)C1 (configuration not stated)
→ i	i	0.8
O=C(COc1ccc(Cl)cc1Cl)NCCCNC(=O)c1cnccn1
→ i	i	-1.9
COc1ccc(NC(=O)N2CCCc3ccccc32)cc1
→ i	i	0.32
O=C(CSc1nnc(-c2ccc3c(c2)OCO3)n1-c1ccccc1)c1ccccc1
→ i	i	-0.53
CN(C(=O)C1CCCC1)C1CCS(=O)(=O)C1 (configuration not stated)
→ i	i	0.56
COCCNC(=O)CCc1ccc(S(=O)(=O)Nc2ccc(C)cc2)cc1
→ i	i	-1.5
Cc1ccc([N+](=O)[O-])cc1N=C(c1cccc(Br)c1)N1CCOCC1
→ i	i	0.21
CC(Sc1nc(-c2ccccc2)cc(C(F)(F)F)n1)C(=O)N1CCCCC1 (configuration not stated)
→ i	i	0
COc1ccc(-c2cc(-c3ccc(F)cc3)nc(N3CCN(C)CC3)n2)cc1
→ i	i	0.48
CCCCCC(=O)N1CC2(CC(c3cccc(NC(=O)c4ccccc4)c3)=NO2)C[C@@H]1C(N)=O (some centres not stated)
→ i	i	1.6
Cc1nc(-c2ccc(C(=O)Nc3ccccc3F)cc2)cs1
→ i	i	0.04
Cc1nc(SCC(=O)NC(C)c2ccccc2)c2oc3ccccc3c2n1 (configuration not stated)
→ i	i	-0.76
CCOC(=O)c1cnn(-c2ccccc2)c1N
→ i	i	-0.79
Cn1c2c(c(=O)n(C)c1=O)C(NS(=O)(=O)c1ccccc1)(C(F)(F)F)C(=O)N2 (configuration not stated)
→ i	i	-0.48
Cc1ccc(NS(=O)(=O)c2ccc(NC(=O)C3CCCO3)cc2)cc1 (configuration not stated)
→ i	i	0.03
Cc1c(Cl)c([N+](=O)[O-])nn1CC(=O)NCc1cccs1
→ i	i	1.4

6 of the compounds above, as tab-separated lines.
Structure	KCNQ2 inh	CHT block	Kir21 block
CC(C)C(c1nnnn1C1CCCC1)N(C)C1CCCCC1 (configuration not stated)	i	i	-0.34
O=C(NCc1ccco1)c1cc(-c2ccco2)on1	i	i	0.32
Cc1nc(SCC(=O)NC(C)c2ccccc2)c2oc3ccccc3c2n1 (configuration not stated)	i	i	-0.76
O=C(CCc1ccccc1)Nc1ccccc1C(F)(F)F	i	i	0.23
O=C(CSc1nnc(-c2ccncc2)n1Cc1ccco1)OC1CCCCC1	i	i	-0.7
COc1ccc(CN2CCC(=O)N([C@H](CO)c3ccccc3)CC2)cc1OC	i	i	-0.53

(continued)
The line under a structure holds: KCNQ2 inh	CHT block	Kir21 block
Cc1cccc([C@@H]2C[C@H]3CN(Cc4cccc(Cl)c4)C(=O)[C@]34CCCN24)n1
→ i	i	-1.3
CC(=O)c1ccc(OCCCC(=O)Nc2cc(S(=O)(=O)N(C)C)ccc2C)cc1
→ i	i	1.1
CN(Cc1ccccc1)Cc1nc2scc(-c3ccccc3)c2c(=O)[nH]1
→ i	i	-0.1
Cc1ccc(N2CC(C(=O)NCc3ccc4c(c3)OCO4)CC2=O)cc1C (configuration not stated)
→ i	i	0.01
CCN(CC)c1ccc(C(=S)N2CCN(c3ccccc3)CC2)cc1
→ i	i	-0.07
Cc1ccccc1NC(=O)CSc1nnc(CNC(=O)c2ccco2)n1C
→ i	i	-0.99
Cc1ccc(S(=O)(=O)NCC(C)n2nc(C)nc2C)cc1 (configuration not stated)
→ i	i	-0.97
CCC(=O)c1ccc(OCC(O)CN2C(=O)NC(C)(C)C2=O)cc1 (configuration not stated)
→ i	i	0.26
CCN1CCN(CCNC(=O)c2ccc(CS(=O)c3ccc(Cl)cc3)o2)CC1 (configuration not stated)
→ i	i	-0.53
C[C@@H]1CN(C(=O)c2nc3ccc(Cl)cn3c2CN2CCc3sccc3C2)C[C@H](C)O1
→ i	i	0.06
CC(=O)c1ccc(N2CCN(C(=S)Nc3ccccc3F)CC2)cc1
→ i	i	0.87
Cc1cc(C)cc(NC(=O)C(=O)NCc2ccccn2)c1
→ i	i	0.51
CCCn1c(CC)nc([N+](=O)[O-])c1Sc1ccc(F)cc1
→ i	i	1.2
COc1cccc2cc(C(=O)NCc3ccccn3)c(=O)oc12
→ i	i	-0.39
Cc1csc(NC(=O)CSC2=NCCS2)n1
→ i	i	0.43
